Source: PubChem (National Center for Advancing Translational Sciences (NCATS))
Pf Dd2 growth: qHTS Primary assay for Inhibitors of Plasmodium falciparum Dd2 growth in vitro. P. falciparum Dd2 growth, SYBR Green, 72 h. Potency, µM (doses to about 28.9 µM), for inactives: top-dose activity, negative = inhibition, most hits filed as inhibitors. 120,000 tested, 4.3% active. AID 1347417, 2020; active means well fitted inhibition curve with a large enough effect; inconclusive means small, poorly fitted or top-dose-only effect; inactive means no such curve, though single readings can be large or run the other way;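 further: plate controls were DMSO vehicle for no effect and reference drug for full effect; nearly all actives have a fitted effect of over 65% in size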
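Readout: SYBR Green fluorescence, 485 nm excitation, 535 nm emission, after ~16 h lysis at 37C. Before that, Dd2-infected red cells (2.5% hematocrit) grew 72 h with compound, 29 uM top final concentration.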
Starred values were filed as active, the others as inactive; i = inactive; ? = inconclusive; [ ] = dose if it differs, or a comment. Potency means the concentration at half of the fitted maximal effect.

structure	Pf Dd2 growth
CCCN(C(=O)c1cc2c(=O)oc3ccccc3c2s1)c1ccc(CC)cc1	16%
O=C(C1CCCC1)N1Cc2ccccc2CC2(CCCN2Cc2cccnc2)C1 (configuration not stated)	?
COc1ccc(-c2cc(-c3cccc4[nH]ncc34)cn3cncc23)cn1	4µM*
COc1ccc(C2Cn3nnc(-c4noc(CC5CCCCC5)n4)c3CO2)cc1 (configuration not stated)	i
CCOc1ccc(CC(=O)NCc2nnc3ccc(-c4ccccc4)nn23)cc1	i
COCCC1(CO)CCCN(C(=O)c2ccc3c(c2)OCC(=O)N3)C1 (configuration not stated)	-2%
CC(=O)N1c2ccc(S(=O)(=O)NCc3ccccc3Cl)cc2CC1C (configuration not stated)	66%[activator]
O=C(CN1C(=O)C(c2ccccc2)=NC12CCCC2)Nc1cccc(C(F)(F)F)c1	34%[activator]
O=C(c1cc2ccccc2[nH]1)N1CCC(N2C(=O)C(O)C23CCCCC3)CC1 (configuration not stated)	?
COc1ccccc1C(=O)NCC1Cn2cccc2C(=O)N1CC(C)C (configuration not stated)	-25%
O=C1Nc2ccc(-c3ccccc3F)cc2C(=O)N2CCN(C(=O)C3CCNCC3)C[C@H]12	-4%[44.1 µM]
CCCNC(=O)N1CCn2nc(C(O)c3ccccc3)cc2C1 (configuration not stated)	-9%

Arranged by number of heavy atoms (smallest number first): some entries from above
structure	Pf Dd2 growth
COCCC1(CO)CCCN(C(=O)c2ccc3c(c2)OCC(=O)N3)C1 (configuration not stated)	-2%
CCOc1ccc(CC(=O)NCc2nnc3ccc(-c4ccccc4)nn23)cc1	i
O=C(CN1C(=O)C(c2ccccc2)=NC12CCCC2)Nc1cccc(C(F)(F)F)c1	34%[activator]

Next compounds.
structure	Pf Dd2 growth
O=S(=O)(N[C@@H]1CCOC[C@H]1OCc1ccccn1)c1ccc(F)cc1	0%
COCCN[C@H]1[C@@H]2OC[C@@H](O2)[C@@H](NC(=O)Nc2cccc(C(F)(F)F)c2)[C@@H]1O	-7%[44.1 µM]
CC(C)CCN1CCCC2(CNc3ccccc3[S+](=O)([O-])N2)C1 (configuration not stated)	13µM*
CC(CCc1ccccc1)NC(=O)c1noc(-c2ccc[nH]c2=O)n1 (configuration not stated)	-26%
CCc1cccc(N2C(=O)CSC23C(=O)N(Cc2ccccc2F)c2ccccc23)c1 (configuration not stated)	?
O=C(c1cccc(Cl)c1)N1CCn2c(nn(-c3ccc([N+](=O)[O-])cc3)c2=O)C1	5%
CCn1nccc1C(=O)N1CCC(c2noc(COc3ccc(F)cc3)n2)C1 (configuration not stated)	i
CCOc1ccc(N(C)C(=O)C2CCN(S(=O)(=O)c3ccc4c(c3)CCCN4C(C)=O)CC2)cc1	?
CN(CCc1ccccn1)C(=O)CCc1ccc2c(c1)CN(S(C)(=O)=O)CCO2	-1%
COc1ccc(-n2nc(C(=O)N3CCCCC3C)c3c4ccccc4n(C)c3c2=O)cc1Cl (configuration not stated)	23%
COc1cccc(C2=C(C(C)=O)Sc3nnc(C4CCCCC4)n3N2C(C)=O)c1	1.3µM*
Cc1ccc(CNC(=O)CSc2ncc3c(n2)-c2ccc(Cl)cc2N(Cc2ccccc2)S3(=O)=O)cc1	?

Continued:
structure	Pf Dd2 growth
COCCOC1CCN(C(=O)NCc2ccc(F)cc2)CC1	11%
Cc1sc2ncn(CC(=O)N3CCN(c4ccc(Cl)cc4)CC3)c(=O)c2c1S(=O)(=O)N1CCN(c2ncccn2)CC1	i
CCCNC(=O)Cn1nc(C)c2c(C)n(-c3ccccc3)nc2c1=O	15%
COc1ccc(NC(=O)c2ccc3c(c2)C2(CCCN(C)C2)CN3Cc2cccnc2)cc1 (configuration not stated)	?
COCCN1CCNc2cc(NCc3ccccc3)ncc2C1	?
Cc1cccc(-n2c(=O)c3c(c4cc(C)ccc4n3C)n(CC(=O)Nc3ccccc3Cl)c2=O)c1	15%
O=c1[nH]c(C2CCCN(Cc3cccc(-c4cccnc4)c3)C2)nc2ccc(F)cc12 (configuration not stated)	?
O=C(CSc1n[nH]c(-c2ccccc2)n1)NCCCc1ccccc1	2%
CNC(=O)[C@@H]1C[C@H](Oc2ccccc2)CN1C(=O)c1ccc2ccccc2n1	-25%
CCCCN(CC)C(=O)CCn1c(=O)c2cccn2c2cccnc21	i
CCC1Oc2ccc(NC(=O)c3c(F)cccc3F)cc2CN(Cc2ccc(F)cc2Cl)C1=O (configuration not stated)	?
CC(C)NC(=O)N1Cc2[nH]cnc2C[C@H]1c1nc(-c2ccc3c(c2)OCO3)no1	i

The results go on.
structure	Pf Dd2 growth
CCOC(=O)c1cnc2ccc(OC(F)(F)F)cc2c1Nc1ccccc1C(=O)O	10µM*
CNC1CCc2nnc(C)n2CC1 (configuration not stated)	16%
CS(=O)(=O)N1CCCN(Cc2ccc(F)cc2F)CCNC(=O)CC1c1ccccc1 (configuration not stated)	?
Cc1ccccc1N1CCCN(Cc2nc(-c3ccccn3)no2)CC1	?
Cc1ccc(CCNC(=O)c2ccc3c(c2)N(Cc2ccc(F)cc2)CCS3)cc1	10%
Cc1cc(C)cc(OCc2cc(=O)n3c4c(sc3n2)CCCC4)c1	30%
COc1ccc(S(=O)(=O)N[C@H]2C[C@@H](c3nc(Cc4ccccc4)no3)N(C)C2)cc1	?
N#Cc1cccc(C(=O)N2CCOCCNC(=O)[C@@H]3CCC[C@@H]32)c1	25%
COc1ccc(CCC(=O)N[C@@H]2CN(c3ncccn3)C[C@H]2CN(C)C)cc1	-22%
O=C(O)c1ccccc1-n1nc(-c2ccncc2)nc1CN1CCCCC1=O	-12%
N#Cc1ccc(CN2CC(N3CCc4ccccc43)C2)cc1	?
CC(C)N(C)Cc1nnnn1CC(=O)N1CCCC(OCc2ccccn2)C1 (configuration not stated)	-11%

Next part (7 carried over from the part before).
structure	Pf Dd2 growth
Cc1cc(C)cc(OCc2cc(=O)n3c4c(sc3n2)CCCC4)c1	30%
COc1ccc(S(=O)(=O)N[C@H]2C[C@@H](c3nc(Cc4ccccc4)no3)N(C)C2)cc1	?
N#Cc1cccc(C(=O)N2CCOCCNC(=O)[C@@H]3CCC[C@@H]32)c1	25%
COc1ccc(CCC(=O)N[C@@H]2CN(c3ncccn3)C[C@H]2CN(C)C)cc1	-22%
O=C(O)c1ccccc1-n1nc(-c2ccncc2)nc1CN1CCCCC1=O	-12%
N#Cc1ccc(CN2CC(N3CCc4ccccc43)C2)cc1	?
CC(C)N(C)Cc1nnnn1CC(=O)N1CCCC(OCc2ccccn2)C1 (configuration not stated)	-11%
Cc1cc(Cn2cc3c4c(cccc42)[C@H](CC(C)C)N[C@H](C(=O)O)C3)no1	i
COc1ccc(-c2nc3c(c(-c4ccccc4)n2)CN(C(=O)c2ccc(F)cc2)CC3)cc1	?
Cc1ccc2oc(C(=O)Nc3ccc(S(=O)(=O)N4CCCCC4C)cc3)cc(=O)c2c1 (configuration not stated)	-8%
CCC(=O)N1CCC(Oc2ccc(C(N)=O)cn2)C1 (configuration not stated)	16%
FC1(c2nc(-c3ccccc3)no2)CCN(C2CCOCC2)CC1	-16%
Cc1cccc(C)c1OCc1cc(=O)n2c3c(sc2n1)CCCC3	3%
C=CCN(CC=C)Cc1nnc2cc(-c3nc(-c4ccccc4)no3)ccn12	-8%
O=C1C2CN(Cc3ccc4[nH]ccc4c3)CCC2OCCN1Cc1ccccc1F (configuration not stated)	?
O=C(NC1CCN(c2cc(-c3cccs3)[nH]n2)CC1)c1ccc(F)c(F)c1	i
CSc1nc(-c2ccccc2Cl)nc2c1Cc1c(CO)cnc(C)c1O2	?
O=C(C1CCC1)N1CCCC(n2cc(-c3nc(-c4ccccc4)no3)nn2)C1 (configuration not stated)	?
CCCNC(=O)N(C1CCOCC1)C1CCN(C(=O)c2ccc(OC)nc2)CC1	21%

Cc1ccc(CN2C(=O)NC3(CCN(C(=O)c4ccc(C#N)cc4)CC3)C2=O)cc1
  Pf Dd2 growth: -1%
COc1ccc(C2Cn3nnc(C(=O)N4CCC(C(=O)NC5CCCCCCC5)CC4)c3CO2)cc1 (configuration not stated)
  Pf Dd2 growth: -17%
O=C(NCc1ccccn1)C1c2ccccc2C(=O)N(c2ccccc2)C12CCCCC2 (configuration not stated)
  Pf Dd2 growth: ?
Cc1nonc1CC(=O)NC1CC(=O)N(Cc2cccc3ccccc23)C1 (configuration not stated)
  Pf Dd2 growth: -7%
O=c1c2oc3ccccc3c2n(Cc2ccccc2F)c(=O)n1Cc1ccc2c(c1)OCO2
  Pf Dd2 growth: -7%
COc1ccc(S(=O)(=O)N2CCC(Oc3cccc(C(F)(F)F)c3)CC2)cc1OC
  Pf Dd2 growth: 9%
CCc1cc(N2CCN(C)C(C(=O)O)C2)nc(N2CCOCC2)n1 (configuration not stated)
  Pf Dd2 growth: 2%
CC(=O)Nc1cccc(-c2ccnc(-c3nnc(C)n3C(C)C)c2)c1
  Pf Dd2 growth: i
Cc1ccc(NC(=O)N2CCCC(c3noc(COc4ccccc4F)n3)C2)c(C)c1 (configuration not stated)
  Pf Dd2 growth: -15%
O=C1SC(Nc2ccc(Cl)cc2)C(=O)N1Cc1ccccc1 (configuration not stated)
  Pf Dd2 growth: i
COC(=O)CNC(=O)c1nc(-c2ccc(Cl)nc2)c2cnccn12
  Pf Dd2 growth: 10%
O=C(c1cnc2n1CCN(CCc1ccccc1)CC2)N1CCC(c2ccccc2)CC1
  Pf Dd2 growth: ?
CCOc1ccccc1N(CC(=O)N1CCc2ccccc2C1)S(=O)(=O)c1ccccc1
  Pf Dd2 growth: i
COc1cccc(CNC(=O)C2Cn3cccc3C(=O)N2)c1 (configuration not stated)
  Pf Dd2 growth: -15%
Cc1ccccc1C(Cn1ccnc1-c1cnc[nH]1)N(C)C (configuration not stated)
  Pf Dd2 growth: ?
O=C(c1nc(-c2cccc(C(F)(F)F)c2)c2cnccn12)N1CCN(c2ncccn2)CC1
  Pf Dd2 growth: ?
CCCc1noc(-c2cn(C3CCN(C(=O)c4sccc4C)CC3)nn2)n1
  Pf Dd2 growth: i
COc1ccccc1NC(=O)CN1C(=O)C(C)(C)c2ccccc21
  Pf Dd2 growth: ?
O=C(NCc1ccc(F)cc1)C1(CCO)CCN(c2ncccn2)C1 (configuration not stated)
  Pf Dd2 growth: 22%
CCOc1ccc2c(c1)c(=O)c(C(=O)c1ccccc1)cn2Cc1ccccc1F
  Pf Dd2 growth: ?
CCc1ccc(C(=O)c2cn(CC(=O)NCc3ccc(C)cc3)c3nc(C)ccc3c2=O)cc1
  Pf Dd2 growth: 45%[activator]
COc1ccc(C2NC(=O)N(C)C3=C2C(=O)N(c2ccc(C(=O)O)cc2)C3)cc1 (configuration not stated)
  Pf Dd2 growth: -13%
CC(C)(C)c1cc(C(=O)N2CCOCC2)nn2cccc12
  Pf Dd2 growth: 2%[44.1 µM]
Cc1ccccc1CN1CC2(COCC1=O)CN(c1ccc(C(F)(F)F)cn1)C2
  Pf Dd2 growth: ?
CCCNC(=O)N1CCCCCNC(=O)CC1c1ccccc1 (configuration not stated)
  Pf Dd2 growth: ?

COCCN1CCCC1c1nc(C2CN(C(=O)c3ccccc3OC)C2)no1 (configuration not stated)
  Pf Dd2 growth: ?
CC(C)N1C[C@@H](C(=O)O)C[C@H](C(=O)Nc2ccc(F)cc2)C1
  Pf Dd2 growth: -7%
Cc1cnc(CCNC(=O)Nc2ccccc2F)n1C1CCC1
  Pf Dd2 growth: 4.5µM*
Cc1cc(C(=O)NCCc2ccc(Cl)cc2)c2c(C)nn(-c3cccc(F)c3)c2n1
  Pf Dd2 growth: 10%
COc1cc(SC)ccc1C(=O)N[C@H]1CCN2C(=O)N(c3ccc(C)cc3)C(=O)[C@@H]2C1
  Pf Dd2 growth: -3%
C=CCC(O)(CC=C)CNC1CCN(c2cccc(NC(=O)CC3CCCC3)c2)CC1
  Pf Dd2 growth: -13%
Cc1ccc(C(=O)N2CC(N(Cc3cccnc3)CC(C)C)C2)s1
  Pf Dd2 growth: ?
COCc1cc(=O)n(CC(=O)Nc2cccc(OC)c2)c(N2CCOCC2)n1
  Pf Dd2 growth: i
Cc1cccc(-n2c3c(cc(-c4nc(-c5ccc(Cl)cc5)cs4)c2=O)C(=O)CC(C)(C)C3)c1
  Pf Dd2 growth: -4%
O=C1NCCCN1C1CCN(Cc2cccc3ccccc23)CC1
  Pf Dd2 growth: ?
O=C(Nc1cc(Cl)ccc1Cl)c1cc2nc(-c3ccc4c(c3)OCO4)cc(C(F)(F)F)n2n1
  Pf Dd2 growth: 38%[activator]
O=C(NCc1ccc(F)cc1)N1CCCCCC1c1nc(-c2cccnc2)no1 (configuration not stated)
  Pf Dd2 growth: -12%
COc1ccc(-n2nc3n(c2=O)CCN([S+](=O)([O-])c2ccccc2)C3)cc1
  Pf Dd2 growth: ?
CN(C)c1cccc(-c2nccc3c(=O)cc(N(C)C4CCOCC4)oc23)c1
  Pf Dd2 growth: ?
O=C(Nc1ccc(F)cc1)N1C[C@@H]2C[C@H](C1)c1c(NS(=O)(=O)c3ccccc3)ccc(=O)n1C2
  Pf Dd2 growth: i
Cc1nc(-c2ccccc2OC2CN(S(=O)(=O)c3cn(C)cn3)C2)no1
  Pf Dd2 growth: 21%
Cc1ccc(NC(=O)Cn2c(=O)n(Cc3ccccc3)c(=O)c3c2c2cc(C)ccc2n3C)cc1
  Pf Dd2 growth: 31%[activator]
CCC(=O)N1CCc2cc(S(=O)(=O)NCCC(=O)NCc3ccccc3Cl)ccc21
  Pf Dd2 growth: 15%
CN(Cc1ccc(N2CCOCC2)cc1)C(=O)CCC[C@H]1NC[C@@H]2C[C@H]1CN(Cc1ccccc1)C2
  Pf Dd2 growth: ?
CCCNC(=O)N1CCC(O)(c2cnc(CN3CCC3)s2)CC1
  Pf Dd2 growth: i
O[C@@H]1C[C@@H](c2nnc3n2CCN(Cc2cccc(F)c2)C3)N(Cc2cccnc2)C1
  Pf Dd2 growth: -16%
O=[S+]1([O-])NCC2(CCN(Cc3cncs3)CC2)Nc2ccccc21
  Pf Dd2 growth: -11%
CCOC(=O)c1cc2c(=O)n3ccccc3nc2n(CC2CCCO2)c1=NC(=O)c1cc(C)cc(C)c1 (configuration not stated)
  Pf Dd2 growth: i

This is a subset; count on the stated rates, not on these rows.
